Bim-Bcl-XL – inhibitors of Bim-Bcl-XL binding, primary screen, biochemical, multiplexed, bead flow cytometry, human Bcl-XL | AID 1007, 2008 | inhibition, % at 10 µM | actives 0.04% (n = 190,000) | Bcl-2-like protein 1 (Homo sapiens), Q07817 | Bim peptide-Bcl-XL binding, fluorescence
Target sequence (Q07817 whole entry, looked up): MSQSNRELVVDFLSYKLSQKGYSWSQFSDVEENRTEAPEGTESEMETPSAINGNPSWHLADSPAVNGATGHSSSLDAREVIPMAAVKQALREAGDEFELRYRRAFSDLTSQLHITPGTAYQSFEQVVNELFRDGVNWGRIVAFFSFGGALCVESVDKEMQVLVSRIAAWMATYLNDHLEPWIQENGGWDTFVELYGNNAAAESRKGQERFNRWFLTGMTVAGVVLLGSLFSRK
Rab2A wt mod – modulators of GTP binding to Rab2A wildtype, primary screen, biochemical, dog, bead-based flow cytometry, multiplex; Ras-related protein Rab-2A (Canis lupus familiaris), P61105; GTP binding activity, % at 10 µM; actives 0.19% (n = 190,000); GST-Rab2 wt beads, Bodipy-GTP binding; AID 760, 2007;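 active = GTP binding activity at least 20 points away from 100%, either lowered or raised; inconclusive = signal likely due to the compound's own green fluorescence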;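 also: 0% = beads with excess unlabeled GTP and 100% = no-compound control corrected for plate trend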
Rac1 wt GTP bind – wildtype Rac1 GTP binding modulators, primary screen, biochemical, GST-Rac1 beads, flow cytometry, multiplex | Ras-related C3 botulinum toxin substrate 1 (Homo sapiens), P63000 | fluorescent GTP binding; actives lie on both sides; 0 = cold GTP competed, 100 = untreated | GTP binding activity (% of control), % at 10 µM | actives 0.27% (n = 190,000) | AID 757, 2007;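 active = GTP binding activity at least 20 points away from the 100% control level, either lower or higher; inconclusive = compound flagged as likely green fluorescent, judged across all proteins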
Rab7 wt modul – modulators of GTP binding to Rab7, primary screen, biochemical, wildtype, multiplex bead flow cytometry. Rab7 GTPase wild type (dog), Bodipy-FL-GTP binding. GST-Rab7 beads, fluorescent GTP binding; actives lie on both sides; untreated = 100%, excess cold GTP = 0%. GTP binding activity (percent of control), % at 10 µM. actives 0.055% (n = 190,000);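 active = fluorescent GTP binding to Rab7 beads changed by at least 20 points from the 100% baseline, either direction, mostly lower; inconclusive = compound itself probably fluorescent, or too few beads counted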;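 also: median green fluorescence of bound Bodipy-FL-GTP per Rab7 bead population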
Bcl-2 Bim block – inhibitors of Bim-Bcl-2 binding, primary screen, biochemical, multiplexed, human Bcl-2 family; actives 0.06% (n = 190,000); Apoptosis regulator Bcl-2 (Homo sapiens), P10415; Bead-based flow cytometry, Bim peptide-Bcl-2 binding; AID 950, 2007; inhibition, % at 10 µM; in the data active = inhibition above about 40%; inconclusive = no clear call, values can overlap the other calls;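 also: 0% = no compound wells with probe peptide and 100% = reference peptide inhibitor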
Target sequence (P10415 whole entry, looked up): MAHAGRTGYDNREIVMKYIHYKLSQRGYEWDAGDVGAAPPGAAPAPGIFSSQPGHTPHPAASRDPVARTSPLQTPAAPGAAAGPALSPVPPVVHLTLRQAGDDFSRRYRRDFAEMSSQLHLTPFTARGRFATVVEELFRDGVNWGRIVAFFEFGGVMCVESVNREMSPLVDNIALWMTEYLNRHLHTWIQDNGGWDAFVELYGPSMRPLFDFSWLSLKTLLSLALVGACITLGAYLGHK
Bcl-W Bim block – inhibitors of Bim binding to Bcl-W, primary screen, biochemical, multiplexed, bead-based flow cytometry; AID 952, 2007; Bim peptide-Bcl-W binding; inhibition, % at 10 µM; Bcl-2-like protein 2 (Homo sapiens), Q92843; actives 0.02% (n = 190,000);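 also: 0% = bound tracer without compound and 100% = peptide blocker; higher means less fluorescent Bim peptide bound to Bcl-W beads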
Bim-Bcl-B – inhibitors of Bim-Bcl-B binding, primary screen, biochemical, multiplexed, human Bcl-2 family; bead-based flow cytometry, Bim peptide-Bcl-B binding; Bcl-2-like protein 10 (Homo sapiens), Q9HD36; AID 951, 2007; inhibition, % at 10 µM; actives 0.073% (n = 190,000);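 also: 0% = tracer peptide without compound and 100% = reference inhibitor peptide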
Target sequence (Q9HD36 whole entry, looked up): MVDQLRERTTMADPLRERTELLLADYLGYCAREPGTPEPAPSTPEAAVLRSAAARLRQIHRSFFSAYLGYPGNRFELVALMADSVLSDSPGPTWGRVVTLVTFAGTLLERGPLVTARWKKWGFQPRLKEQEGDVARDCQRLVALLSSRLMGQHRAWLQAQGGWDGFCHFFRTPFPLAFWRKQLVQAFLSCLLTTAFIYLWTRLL
Bfl-1 Bim block – inhibitors of Bim binding to Bfl-1, primary screen, biochemical, multiplexed, bead-based flow cytometry; Bcl-2-related protein A1 (Homo sapiens), Q16548; Bim-Bfl-1 binding inhibition; inhibition, % at 10 µM; actives 0.12% (n = 190,000);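 also: 0% = wells without compound plus tracer and 100% = blocker peptide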
Rac1 act GTP bind – GTP binding modulators of activated mutant Rac1, primary screen, biochemical, bead-based flow cytometry, multiplex, fluorescent GTP; actives 0.11% (n = 190,000); Ras-related C3 botulinum toxin substrate 1 (Homo sapiens), P63000; percent activity (GTP binding), % at 10 µM; GST-Rac1 activated beads; actives lie on both sides; 100% means binding = to untreated wells; AID 764, 2007;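 active = GTP binding at least 20 percentage points away from the 100% baseline, in either direction, so actives lie on both sides; inconclusive = Compound likely fluorescent itself, or too few beads counted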
HRas wt GTP bind – modulators of GTP binding to HRas wildtype, primary screen, biochemical, bead-based flow cytometry, multiplex. GST-Ras wt beads, Bodipy-FL-GTP binding; actives lie on both sides. actives 0.14% (n = 190,000). AID 759, 2007. GTPase HRas (Homo sapiens), P01112. GTP binding activity, % at 10 µM;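 active = GTP binding activity at least 20% away from the 100% baseline, either lowered as inhibitor or raised as activator; inconclusive = flagged as likely green fluorescent, judged across all proteins in the well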;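 also: 0% = unlabeled GTP competition control and 100% = no-compound control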
Target sequence (P01112 whole entry, looked up): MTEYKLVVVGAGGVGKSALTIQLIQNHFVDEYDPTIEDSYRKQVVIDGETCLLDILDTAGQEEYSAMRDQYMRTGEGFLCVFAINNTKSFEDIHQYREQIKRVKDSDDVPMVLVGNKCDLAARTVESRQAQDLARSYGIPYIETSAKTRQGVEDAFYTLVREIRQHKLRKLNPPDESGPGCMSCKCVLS
Cdc42 wt GTP – modulators of GTP binding to wildtype Cdc42, primary screen, biochemical, multiplex bead flow cytometry, Bodipy-GTP; Cell division control protein 42 homolog (Homo sapiens), P60953; GST-Cdc42 beads; actives lie on both sides; percent activity (GTP binding), % at 10 µM; actives 0.2% (n = 190,000); AID 761, 2007;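 active = percent activity GTP binding at least 20 points away from the 100% baseline, either down as inhibitor or up as activator; inconclusive = compound flagged as likely green fluorescent from well-wide comparison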;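 also: median bead fluorescence of bound Bodipy-FL-GTP at 100 nM; 0% = excess unlabeled GTP control and 100% = no compound control; below 100% means less GTP binding so inhibitor and above means activator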
Target sequence (P60953 whole entry, looked up): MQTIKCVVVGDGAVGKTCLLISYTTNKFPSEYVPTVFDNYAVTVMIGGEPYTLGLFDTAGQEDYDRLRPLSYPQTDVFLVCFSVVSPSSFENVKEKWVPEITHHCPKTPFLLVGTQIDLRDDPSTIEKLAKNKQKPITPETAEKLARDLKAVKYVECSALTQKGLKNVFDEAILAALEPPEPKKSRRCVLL
An asterisk follows results filed as active; u = inconclusive; x = no result given. Rule as the data show it, unless noted: active = inhibition above about 40%. Hits appear at their usual frequency; about 0.62% have a hit in one of these screens.

#	molecule	Bim-Bcl-XL	Rab2A wt mod	Rac1 wt GTP bind	Rab7 wt modul	Bcl-2 Bim block	Bcl-W Bim block	Bim-Bcl-B	Bfl-1 Bim block	Rac1 act GTP bind	HRas wt GTP bind	Cdc42 wt GTP
1	Cc1ccc(N2C(=O)CC(Sc3ccccc3C(=O)O)C2=O)cc1 (stereo not given)	-1	101	103	99	1	-1	0	0	99	101	101
2	CCCc1nn(C)c(C(=O)Nc2cccc(C)c2)c1Cl	-4	u	u	u	-2	-2	-6	-2	u	u	u
3	O=C(CC(SCc1ccco1)c1ccc(O)cc1)c1cccs1 (stereo not given)	-4	97	100	100	0	-2	-1	1	95	100	99
4	CCOc1ccc(/C=N/NC(=O)C(C)N(c2ccc(OC)cc2)S(C)(=O)=O)cc1OCC (stereo not given)	-3	95	91	99	-6	-3	0	-4	94	96	92
5	NN(CCO)C(=S)Nc1ccc(Cl)cc1	-4	97	95	102	-2	0	-4	-3	97	98	102
6	O=C(NCCCCC(NC(=O)C1CCCCC1)C(=O)O)c1ccccc1 (stereo not given)	0	101	101	103	0	-1	-6	0	100	102	102
7	CCOC(=O)C1(CCCc2ccccc2)CCN(Cc2ccn[nH]2)CC1	-2	100	97	104	-3	-2	-4	-4	93	99	97
8	CCN(CC)C1CCS(=O)(=O)C1 (stereo not given)	0	97	102	101	0	0	-1	-4	97	99	97
9	Cc1ccc(CNC(=O)CCc2ccccc2)cc1	2	98	101	103	-3	-3	-3	-8	95	101	94
10	COCCCNC(=O)C1CCCN(S(=O)(=O)c2ccc(C)cc2)C1 (stereo not given)	-8	103	106	97	-1	-4	-7	0	101	100	99
11	CCCCN(CC)C(=O)Cn1ncc2c1-c1cc(C)ccc1OC2	-1	101	102	101	-11	0	-7	-13	98	99	100
12	CCn1c(SCC(=O)N2CCCC2)nnc1-c1ccc(S(=O)(=O)N2CCCCCC2)cc1	-5	99	105	101	-7	0	-8	-8	101	103	105
13	Cc1cc(C)n(-c2ccc(Cl)c(C(=O)Nc3ccc(-c4nnc5n4CCCCC5)cc3)n2)n1	-15	94	88	96	-3	-5	-3	-2	92	94	92
14	Cc1cc(=O)n2[nH]c(-c3ccc(F)cc3)nc2n1	-5	105	103	99	-1	-3	0	-3	101	102	105
15	O=C(Nc1ccsc1C(=O)N1CCCC1)c1ccccc1	-3	96	100	96	-5	0	-6	-10	98	94	95
16	CC(C)(C)NC(=O)N1CCCC(C(=O)c2cccc(Cl)c2)C1 (stereo not given)	0	99	97	107	-3	-3	-3	-3	95	98	99
17	Cc1onc(-c2ccccc2)c1C(=O)NCC1CCN(C(=O)c2c(-c3ccccc3)noc2C)CC1	-4	98	101	101	-1	-3	-1	-1	97	100	97
18	Cc1ccc(CN2CCN(C3CSCCSC3)CC2CCO)cc1 (stereo not given)	-2	94	101	96	-1	-3	-3	-7	95	99	96
19	O=c1c2ccccc2n2c(-c3ccc(C(F)(F)F)cc3)nnc2n1Cc1ccccc1	-7	102	104	97	0	-6	-6	-2	99	102	103
20	CC(=O)C1=C(C)NC(SCSc2ccccc2)=C(C#N)C1c1cccnc1 (stereo not given)	3	88	90	91	-2	4	-5	3	93	88	91
21	CN(C(=O)COC(=O)c1ccc2c(c1)OCO2)C1CCS(=O)(=O)C1 (stereo not given)	0	100	100	101	1	1	-2	1	98	101	101
22	Cc1ccc(-c2cnc3n2CCCCC3)cc1	0	97	94	95	0	2	0	-4	94	95	96
23	Cn1c(=O)cc(SCC(=O)NCCCN2CCOCC2)c2ccccc21	-17	100	102	100	-14	-3	-8	-7	99	103	104
24	Cc1ccc2cc3cc(C(=O)NCc4ccco4)oc3nc2c1	5	93	92	91	2	6	7	7	94	94	95
25	Cc1ccc(C(=O)NCCn2cc(SCC(=O)N3CCOCC3)c3ccccc32)cc1	-1	104	109	100	-11	0	-4	-12	103	102	105
26	CCOc1ccccc1C1CC(c2ccc(F)cc2)Nc2nc(N)nn21 (stereo not given)	-4	93	99	97	-4	4	-6	-7	96	95	94
27	CN(C)S(=O)(=O)c1cc(NC(=O)COC(=O)C2COc3ccccc3O2)ccc1Cl (stereo not given)	1	102	100	105	-2	1	0	-2	95	103	100
28	CC(=O)/C(=C/N(C)C)C(=O)Nc1ccc(Cl)cc1Cl	-5	98	98	105	-2	1	1	-8	94	96	96
29	CCOc1ccc(C(=O)NC(=S)N2CCN(c3ccc(C(F)(F)F)cc3[N+](=O)[O-])CC2)cc1	-6	98	103	98	4	-3	0	1	100	99	101
30	CCOc1ccccc1OCCOc1ccccc1OC(C)C	-2	99	103	95	0	0	2	-3	100	100	98
31	CCOC(=O)c1ccccc1NC(=O)c1cncc(Br)c1	-5	98	101	98	-8	-1	-5	-6	99	98	100
32	CCn1c2ccccc2n2c(=O)c(=O)n(CC(=O)N3CCN(c4ccccc4OC)CC3)nc12	-1	98	101	98	-2	-1	-1	-3	98	100	97
33	COc1ccc(N2CC(O)=C(c3nc4ccccc4s3)C2=N)c(OC)c1	-6	103	104	101	-11	-3	-6	-7	100	99	98
34	CCOC(=O)CN1CC23C=CC(O2)C(C(=O)NCc2ccccc2OC)C3C1=O (stereo not given)	0	100	102	102	-4	4	-4	-10	98	101	100
35	O=C(Nc1nc2ccc(SC(F)F)cc2s1)c1ccc(NS(=O)(=O)c2ccc(F)c(F)c2)cc1	-10	96	97	90	-6	-4	-9	-15	99	96	99
36	CCN(CC)S(=O)(=O)c1ccc(-c2csc(C)n2)cc1	-6	100	100	99	-7	-5	-13	-4	98	99	96
37	O=C1c2ccccc2C(=O)N1OCc1cccc(Cl)c1	3	98	101	99	-7	0	-8	-11	98	100	101
38	Cc1ccc(NC(=S)NCc2ccccc2)cc1[N+](=O)[O-]	-8	93	99	97	-8	-5	-16	0	95	96	99
39	CC(C)NS(=O)(=O)c1ccc(OCC(=O)N2CCc3ccccc3C2)cc1	-4	98	100	97	2	-1	-5	-3	98	97	99
40	Cc1ccc(Cn2cc(/C=C/C(=O)O)c(-c3ccccc3)n2)cc1	0	u	u	u	-3	3	0	-3	u	u	u
41	Cc1ccc(NC(=S)N2CCCCC2CO)cc1C (stereo not given)	-6	94	96	93	-8	-4	-8	-7	93	93	90
42	O=C(CN1C(=O)C2C3C=CC(C3)C2C1=O)Nc1nc(-c2ccccn2)cs1 (stereo not given)	5	99	103	100	-4	4	-3	-3	99	98	98
43	COc1ccc2nc(SCc3cnc(C)nc3N)[nH]c2c1	-4	93	90	93	-8	-2	-9	-10	92	93	95
44	COc1cc2c(cc1NC(=O)CN1CCN(S(=O)(=O)c3ccc(C)cc3)CC1)oc1ccccc12	-3	93	92	95	0	-3	0	-3	93	95	93
45	CN1CCN(C(=S)NC(=O)c2cccc(S(=O)(=O)N(C)C)c2)CC1	-4	95	97	94	-6	-1	-16	-2	98	94	94
46	Nc1ncnc2c1ncn2[C@@H]1O[C@H](CO)C[C@@H]1O	-3	x	x	x	0	-3	0	0	x	x	x
47	O=C(Nc1cnn(Cc2c(Cl)cccc2Cl)c1)c1ccc([N+](=O)[O-])cc1	4	u	u	u	-10	-2	-6	-7	u	u	u
48	CC(O)Cc1nsc(NC(=O)c2cccs2)n1 (stereo not given)	-3	97	103	99	-4	1	-3	-8	98	99	101
49	CCCP(=O)(CCC)CCP(=O)(c1ccccc1)c1ccccc1	-8	100	103	103	-5	-3	-5	-11	99	100	103
50	O=C(Nc1ccccc1)OC1CCS(=O)(=O)C1 (stereo not given)	0	99	104	103	0	1	-2	1	98	98	99
51	Cc1ccc(O)c(C(=O)c2cnc3c(c2)CN(C)C(=O)N3)c1	-6	100	101	100	-4	-1	-13	-10	97	102	101
52	CSc1nc2c(ccc3ccccc32)o1	-10	98	100	98	-10	-4	-10	-21	99	98	99
53	CCC(=O)c1ccc(OCc2ccc(C#N)cc2)cc1	-5	96	98	97	-6	-5	-9	-8	96	98	99
54	CCCCNC(=O)CCNC(=O)c1ccc(C(C)(C)C)cc1	-11	96	102	95	-9	2	-9	-15	97	96	98
55	Cc1cc(C(F)(F)F)nn1CC(=O)Nc1ccc(Br)c2cccnc12	-26	101	102	98	-31	-29	-38	-27	101	102	102
56	Cc1ccc(C)n1-c1ccc(C(=O)O)cc1	-5	98	97	100	-2	-1	-1	-1	95	103	100
57	N#Cc1cc(Oc2cccc3cccnc23)c(-n2nnc3ccccc32)cc1C#N	-11	98	99	98	-13	0	-12	-13	96	97	98
58	S=C(Nc1cccc2ccccc12)N1CCN(c2ncccn2)CC1	6	95	94	95	-9	2	-5	-10	95	99	99
59	CCCN1C(=O)C(O)(C2COC(C)(C)CC2=O)c2ccccc21 (stereo not given)	-5	u	u	u	-3	-4	-5	-5	u	u	u
60	Cc1nc(=O)c(-c2ccccc2)c(C)n1-c1ccc(S(N)(=O)=O)cc1	-4	98	102	98	1	-1	-1	-6	97	97	100

Next records:
#	molecule	Bim-Bcl-XL	Rab2A wt mod	Rac1 wt GTP bind	Rab7 wt modul	Bcl-2 Bim block	Bcl-W Bim block	Bim-Bcl-B	Bfl-1 Bim block	Rac1 act GTP bind	HRas wt GTP bind	Cdc42 wt GTP
61	C/C(=N\NC(=O)c1c(Cl)cnn1C)c1ccc(NC(=O)c2ccncc2)cc1	-3	94	102	92	-1	4	-6	3	99	96	100
62	Nc1nc(SCc2c(Cl)cccc2Cl)n[nH]1	-13	94	93	95	-13	0	-8	-14	94	96	97
63	O=C(c1ccc(S(=O)(=O)N2CCC(c3nc4ccccc4[nH]3)CC2)cc1)N1CCOCC1	0	95	100	93	2	2	-2	0	96	95	100
64	CCOc1ccc(-c2cc(CCCC(=O)N3CCN(c4ccc(OC)cc4)CC3)no2)cc1	-7	99	105	99	-6	2	-3	-9	96	100	101
65	COc1ccc(C(=O)N(Cc2nc(-c3ccc(C)cc3)no2)C2CCCCC2)cc1OC	-4	102	103	100	-7	0	-10	-18	100	101	102
66	Cc1ccc(-n2c(C)nc3c(cnn3-c3ccccc3Cl)c2=O)cc1C	-5	101	102	98	-1	-2	-3	-1	99	100	102

Bioassay records (PubChem BioAssay)
